Compound activity: PubChem, several laboratories
rCAG binder: molecules binding r(CAG) RNA repeats | 370,000 tested, 1.3% active | r(CAG) RNA repeat, TO-PRO-1 dye displacement fluorescence | inhibition, % at 3 µM;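 active means inhibition above the plate cutoff, the mean of all test compounds on that plate plus 3 SD, cut at about 35% in these data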;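 further: 0% = DMSO alone and 100% = 100 µM mitoxantrone as full dye displacement; higher means more dye released from RNA so lower well fluorescence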
ABHD4 inh: inhibitors of mouse ABHD4; Q8VD66; 370,000 tested, 0.54% active; AID 720543; purified mABHD4, FP-Rh probe fluorescence polarization; inhibition, % at 8.92 µM;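 active means inhibition exceeding the mean over every tested compound plus 3 SD, cut at about 30% in these data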;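 further: 0% = plate median of compound wells and 100% = S159A mutant with DMSO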
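Doses – 8.92 µM, single dose · Material – wild-type mouse ABHD4 protein · Replication – single well per compound (singlicate) · Measure – percent inhibition of probe binding, normalized to plate controls · Schedule – 45 min compound pre-incubation plus 60 min probe step, 25 °C · Detection – fluorescence polarization with parallel and perpendicular emission, 525/598 nm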
PRMT1 FP inh: PRMT1 (human) inhibition, primary screen | recombinant PRMT1, activity-based probe fluorescence polarization | AID 652257 | inhibition, % at 2.79 µM | Q99873 | 370,000 tested, 1.3% active;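 active means inhibition above about 21% made by adding two undisclosed values, limit read from the data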
MBD2 inh: MBD2-methylated oligo binding inhibition | 370,000 tested, 0.31% active | inhibition, % at 4.4 µM | TR-FRET, MBD2 binding to methylated oligonucleotide | AID 686964; in the data active means inhibition above about 13%
TCR CD3 inh: human TCR-CD3 binding inhibition; TAMRA-labeled TCR probe fluorescence, biochemical; inhibition, % at 9.4 µM; 360,000 tested, 0.37% active; in the data active means inhibition above about 19%;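 further: recombinant mutant TCR 2C K166C tagged with TAMRA read by polarization; 0% = receptor in buffer alone and 100% = receptor with positive control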
Rev-erbA mod: modulators of human Rev-erb alpha DNA binding. P20393. Rev-erbα–FITC-DNA binding, fluorescence polarization, 90 min. activity, % at 10 µM. 370,000 tested, 0.79% active. AID 1259318;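 active means activity above about 14%, limit read from the data; passing the limit was not always enough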;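 further: 0% = DMSO wells with 35 nM protein and 100% = DMSO wells with 750 nM protein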
HTRA1 inh: blocks human HTRA1 serine peptidase; 340,000 tested, 0.5% active; inhibition, % at 5.96 µM; AID 504803; recombinant HTRA1, FP-rhodamine activity-based probe, fluorescence polarization; in the data active means inhibition above about 36%;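 further: 0% = enzyme with DMSO and 100% = wells lacking enzyme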
UHRF1 binding: UHRF1 methyl-DNA binding inhibition; Q96T88; UHRF1 binding to methylated oligo, TR-FRET; inhibition, % at 4.4 µM; 370,000 tested, 0.75% active; in the data active means inhibition above about 21%;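 further: UHRF1 SRA domain binding a hemimethylated CpG hairpin DNA probe; 0% = median of test compound wells and 100% = reference inhibitor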
Target sequence (Q96T88 whole entry, looked up, the tested form may be a part): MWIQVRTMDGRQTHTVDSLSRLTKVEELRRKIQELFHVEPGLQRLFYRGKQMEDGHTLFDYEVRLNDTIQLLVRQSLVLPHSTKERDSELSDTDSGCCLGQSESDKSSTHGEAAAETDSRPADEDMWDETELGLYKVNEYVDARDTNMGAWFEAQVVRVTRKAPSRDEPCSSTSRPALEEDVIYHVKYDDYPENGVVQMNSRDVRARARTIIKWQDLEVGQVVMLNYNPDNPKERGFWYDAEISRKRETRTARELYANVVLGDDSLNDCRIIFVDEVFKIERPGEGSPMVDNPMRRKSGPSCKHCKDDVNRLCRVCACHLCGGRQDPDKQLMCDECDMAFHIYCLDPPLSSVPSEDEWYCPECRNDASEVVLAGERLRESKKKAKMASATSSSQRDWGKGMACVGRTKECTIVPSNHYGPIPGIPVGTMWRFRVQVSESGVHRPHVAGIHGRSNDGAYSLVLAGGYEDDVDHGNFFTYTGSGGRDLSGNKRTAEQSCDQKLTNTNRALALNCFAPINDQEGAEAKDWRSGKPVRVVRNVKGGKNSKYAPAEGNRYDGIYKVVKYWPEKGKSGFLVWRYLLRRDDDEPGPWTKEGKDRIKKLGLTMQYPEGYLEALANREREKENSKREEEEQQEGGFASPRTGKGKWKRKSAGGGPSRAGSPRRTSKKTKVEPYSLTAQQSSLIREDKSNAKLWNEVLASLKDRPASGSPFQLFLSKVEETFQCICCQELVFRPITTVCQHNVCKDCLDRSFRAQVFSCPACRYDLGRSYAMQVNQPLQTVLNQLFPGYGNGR
LEDGF integ inh: blocks HIV-1 LEDGF/p75-dependent DNA integration | TR-FRET IN-LEDGF/p75 DNA integration, Eu/Cy5 | inhibition, % at 3.7 µM | 370,000 tested, 0.64% active | AID 743269;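 active means inhibition above the screen-wide mean plus 3 SD, cut at about 13% in these data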;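 further: signal is the Cy5 over europium emission ratio at 671 and 618 nm; 0% = plate median of compound wells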
PG9 binder: PG9 antibody binding by small molecule. TR-FRET gp120-PG9 antibody binding. inhibition, % at 6.7 µM. AID 624416. 360,000 tested, 0.43% active; in the data active means inhibition above about 8.5%
The depositor's hits bear a star; . = no result given.

The line under a structure holds: rCAG binder, ABHD4 inh, PRMT1 FP inh, MBD2 inh, TCR CD3 inh, Rev-erbA mod, HTRA1 inh, UHRF1 binding, LEDGF integ inh, PG9 binder
Clc1nccc(NCc2ccccc2)n1
    2, -5, -8, -2, -7, -3, -3, 2, 6, -1.6
O=C(COC(=O)c1ccc(F)cc1F)Nc1cccc(S(=O)(=O)N2CCOCC2)c1
    0, -7, 0, 3, 8, -5, 2, -1, -1, 0.6
Cc1cc(C)nc(SCc2nc(N)nc(-c3ccccc3O)n2)n1
    0, -2, 1, -1, 4, -5, -21, 1, -3, -0.8
CC(=O)Oc1ccc(C(=O)Nc2cccc(-c3nnc(-c4ccco4)o3)c2)cc1
    0, 2, 3, 2, 0, 0, -13, 3, -2, 1.3
COc1cccc(OCC(=O)NNC(=O)CCc2ccccc2)c1
    -1, 1, 1, -3, -4, 4, -9, 0, 0, 0.0
Cc1ccc(S(=O)(=O)NC(=O)C2CCCCC2)cc1
    3, 4, 2, -2, -5, 0, -1, -2, -2, 0.5
CC(OC(=O)c1cccs1)C(=O)Nc1nc(-c2ccccc2)cs1 (stereo unspecified)
    5, -14, 0, -6, 1, 2, -21, 2, 5, -2.1
CC(C)c1ccc(C(=O)CSc2ncn[nH]2)cc1
    1, -2, 3, -5, 7, -4, -5, 0, 1, -2.4
COC(=O)/C(=C\C(=O)c1ccccc1)Nc1cccc(C(F)(F)F)c1
    4, 7, 1, -2, 0, 9, 10, 2, 3, -0.5
Cc1cccc(C)c1NC1=NC(=S)N(c2ccccc2)C12CCOC(C)(C)C2 (stereo unspecified)
    -1, 3, -2, 3, -8, -5, 0, -6, 3, -1.9
COc1cc(C(=O)Nc2sc3c(c2C#N)CCN(C(C)=O)C3)cc(OC)c1OC
    16, -3, 4, -4, -15, 2, -6, -3, 8, 0.5
O=C(/C=C/c1cccc([N+](=O)[O-])c1)N1CCN(S(=O)(=O)c2cccs2)CC1
    1, 2, -1, -6, -1, 0, 3, -5, -1, 2.8
Cc1ccc2nsnc2c1S(=O)(=O)N1CCCC1C(=O)O (stereo unspecified)
    1, 1, -2, -3, -7, -6, 4, 4, 8, -1.9
C=C(C)CN1C(=O)C(=O)N(CC(=C)C)C1=O
    0, 3, -4, -3, 0, -6, ., -2, -3, -2.4
COc1cc(CNC(=O)C2CCCC2)cc(OC)c1OC
    0, 4, 2, 3, -5, -2, 5, -4, -3, -0.2

Four structures from above, arranged by count of non-hydrogen atoms, ascending.
The line under a structure holds: rCAG binder, ABHD4 inh, PRMT1 FP inh, MBD2 inh, TCR CD3 inh, Rev-erbA mod, HTRA1 inh, UHRF1 binding, LEDGF integ inh, PG9 binder
COc1cc(CNC(=O)C2CCCC2)cc(OC)c1OC
    0, 4, 2, 3, -5, -2, 5, -4, -3, -0.2
Cc1cc(C)nc(SCc2nc(N)nc(-c3ccccc3O)n2)n1
    0, -2, 1, -1, 4, -5, -21, 1, -3, -0.8
O=C(/C=C/c1cccc([N+](=O)[O-])c1)N1CCN(S(=O)(=O)c2cccs2)CC1
    1, 2, -1, -6, -1, 0, 3, -5, -1, 2.8
COc1cc(C(=O)Nc2sc3c(c2C#N)CCN(C(C)=O)C3)cc(OC)c1OC
    16, -3, 4, -4, -15, 2, -6, -3, 8, 0.5

The list goes on.
The line under a structure holds: rCAG binder, ABHD4 inh, PRMT1 FP inh, MBD2 inh, TCR CD3 inh, Rev-erbA mod, HTRA1 inh, UHRF1 binding, LEDGF integ inh, PG9 binder
CCNc1nc(NCC)n2c(SCc3nc4ccccc4c(=O)[nH]3)nnc2n1
    1, 5, -1, -2, -1, 3, -3, -2, -3, 0.8
NC(=O)c1nsc(C(=O)N(c2ccc(F)cc2)C(C(=O)NC2CCCC2)c2ccncc2)c1N (stereo unspecified)
    -1, 0, 2, -1, 5, -1, -5, -2, -2, -0.3
FC(F)(F)c1nnc2ccc(N3CCOCC3)nn12
    -2, 7, 4, -4, 4, 3, -4, -1, -4, 1.9
O=C(NC1CCS(=O)(=O)C1)c1cnccn1 (stereo unspecified)
    0, 3, -1, 1, 1, 0, 0, -4, -2, -0.5
CCCOc1ccc(C(=O)ON=C2CCN(C)CC2)cc1
    -6, -4, 2, 1, 3, -3, 5, -6, 7, 0.5
COc1cnc(-c2ccccc2)nc1OC
    -3, 1, 0, -4, -8, 5, 0, -2, 0, 2.1
COc1ccc(CN(C)C(=O)Cc2c[nH]c3ccccc23)cc1
    -2, 4, -2, 1, 3, 8, -4, 1, 0, -1.6
Fc1ccc(-c2csc(N3CCOCC3)n2)cc1
    -3, 1, 3, -4, -6, -3, 7, 2, -2, 2.3
Cc1occc1C(=O)NC1CCCN(Cc2ccc(Cl)cc2)C1 (stereo unspecified)
    -2, -2, -3, -1, -1, 1, -4, -1, 5, 0.9
CCC(=O)Nc1cccc(C(=O)OCC(=O)c2ccccc2Cl)c1
    -3, -2, 0, 2, -2, 1, 5, 3, 0, 3.0
CC(C)C[C@@H]1Cc2[nH]c(=S)[nH]c(=O)c2[C@H](C)O1
    1, 4, 0, -1, -1, 3, ., 0, 5, -0.4
CC1CN(C(=O)CCC(=O)N2CCCCC2)c2ccccc2O1 (stereo unspecified)
    -2, -3, 2, 9, -5, 9, 3, 5, 5, 0.9
CC(C)CC(=O)NC(=S)Nc1cccc(NC(=O)c2ccccc2Cl)c1
    1, -11, 2, 6, -6, -2, -21, 15, 0, 0.3
O=C(NC(=S)NC1CCN(Cc2ccccc2)CC1)c1ccc(F)cc1
    -7, 2, -2, -1, -6, -5, -6, -3, -2, -0.3
CC(=O)Nc1cc(-c2cccc(C(=O)NCCO)c2)cn2c(-c3cccc(C(F)(F)F)c3)cnc12
    6, -10, -2, -8, 0, -1, ., -5, 4, -0.6

Carrying on:
The line under a structure holds: rCAG binder, ABHD4 inh, PRMT1 FP inh, MBD2 inh, TCR CD3 inh, Rev-erbA mod, HTRA1 inh, UHRF1 binding, LEDGF integ inh, PG9 binder
O=C(NCCN1CCOCC1)C(=O)NCC1OCCN1C(=O)c1ccc(Cl)cc1 (stereo unspecified)
    3, 4, 1, -4, 7, 3, -3, -1, -2, -1.4
Cc1c(NS(=O)(=O)c2ccc(N3CCCCC3)c([N+](=O)[O-])c2)c(=O)n(-c2ccccc2)n1C
    0, 7, -2, -3, -4, -1, -8, 0, 3, -1.4
O=C(COC(=O)c1ccc(O)cc1)Nc1ccc2c(c1)OCO2
    4, 4, 0, 1, 4, -6, -3, 0, 0, -2.5
O=C(CC1SCCNC1=O)Nc1cccc([N+](=O)[O-])c1 (stereo unspecified)
    -2, 2, 1, 1, -1, -4, -2, 0, -2, -3.9
Cc1oc(-c2ccccc2Cl)nc1CN1CCCCC1CO (stereo unspecified)
    -3, 5, -3, 3, 4, 3, -7, -2, 0, -0.3
COc1ccc(CCN2CC(C(=O)N3CCC(O)(c4ccccc4)CC3)CCC2=O)cc1 (stereo unspecified)
    -10, -1, 1, 3, -4, -4, 1, 0, 0, -3.0
CCn1c(=O)cc(OCC(=O)O)c2ccccc21
    -3, -7, -3, 4, 4, 1, 4, -4, -1, -1.5
CC(=O)c1cccc(NC(=O)Nc2ccc(C(=O)N3CCOCC3)cc2)c1
    0, -7, 2, 4, -3, 2, -1, 4, 1, 2.9
Cc1ccc(CNC(=O)Cc2ccc(-n3cccc3)cc2)cc1
    3, 5, 0, 1, 4, -7, 0, -4, -1, 1.0
NCCN1CCN(S(=O)(=O)c2ccc([N+](=O)[O-])cc2)C=C1c1ccc(Cl)cc1
    13, -2, 1, 3, 4, -2, -2, 0, -1, 1.0
CS(=O)(=O)N(Cc1ccco1)CC(O)Cn1c2ccccc2c2ccccc21 (stereo unspecified)
    8, -16, -1, 6, -15, 0, -17, 15, 0, -0.8
CS(=O)(=O)c1ccc(NC(=O)c2cccc(-n3cnnn3)c2)cc1
    3, -3, -4, -4, -3, -5, -7, -1, 0, -0.2
Cc1ccc(S(=O)(=O)CCC(=O)Oc2ccc(-c3nnco3)cc2)cc1
    -6, 0, 0, 2, -1, 5, 6, -2, 2, 0.6
Cc1ccc(N2C(=O)c3n[nH]c(C)c3C2c2ccccn2)cc1 (stereo unspecified)
    1, 0, 2, 2, 5, 8, 13, 0, -1, -0.7
O=C(NCCCN1CCN(c2ccc(F)cc2)CC1)C1CCCN(c2ncnc3c2nc2n3CCCCC2)C1 (stereo unspecified)
    -7, -4, -3, 3, -1, -3, 7, 19, 3, -2.5

(next part)
The line under a structure holds: rCAG binder, ABHD4 inh, PRMT1 FP inh, MBD2 inh, TCR CD3 inh, Rev-erbA mod, HTRA1 inh, UHRF1 binding, LEDGF integ inh, PG9 binder
CCOC(=O)CNC(=O)C1CCCN(c2ncccn2)C1 (stereo unspecified)
    0, -2, -2, 3, -4, 4, -6, 5, 6, -2.4
CC(C)CC(=O)Nc1nnc(S(=O)(=O)N2CCc3ccccc32)s1
    3, 2, 1, 3, -2, 5, -3, -1, -3, -0.8
CCOC(=O)C1=C(C)N=c2s/c(=C\c3cc(OC)c(OC)c(OC)c3)c(=O)n2C1/C=C/c1ccccc1 (stereo unspecified)
    6, 5, 0, 0, -1, 1, -9, 3, -6, -1.0
Cc1ccc(C(C)C)c(OCC(=O)NN=C2CCCC2)c1
    -6, 2, -1, 5, 5, -6, -12, 1, -1, 1.0
C=CCOC(=O)c1sc(NC(=O)c2ccc(OC)cc2)nc1C
    -2, 2, -2, 2, -3, 39*, -2, -2, 0, 18*
O=C(COc1cccc(Cl)c1)Nc1cc(S(=O)(=O)N2CCOCC2)ccc1N1CCOCC1
    8, 9, 5, -1, -8, 9, 0, 2, -8, 2.5
COc1ccc(CCN=C(N)NS(=O)(=O)c2ccccc2)cc1OC
    0, 9, -2, -3, 4, 4, 0, 0, 0, 1.2
Cc1ccc2cc(CN(CC3CCCO3)C(=S)Nc3ccccc3)c(=O)[nH]c2c1 (stereo unspecified)
    -2, -1, -2, -2, 1, -4, 4, -2, 1, -0.6
CC(=O)Nc1ccc(Sc2ccccc2C(=O)Nc2ccc(F)cc2)cn1
    -1, -4, 0, -3, 9, 1, -18, 4, -1, -0.5
N#Cc1ccc(C23CC4CC(CC(C4)C2)C3)[nH]c1=O
    1, 4, -2, -2, 0, 1, 0, -1, 2, 0.0
O=C(CSc1nc2ccccc2[nH]1)N1CCCCC1
    0, -2, 2, -1, 5, 3, -4, -3, 0, -1.1
CCC(=O)C1=C(N2CCCC2)CC(C)(C)CC1=O
    2, 3, 1, 0, 0, -7, 2, 3, -4, 0.1

A portion of the library; the hit share may differ from the screen's.
